EPAC1 agonist – agonists of human EPAC1; Potency, µM (top dose mostly 154 µM), for the others: at the highest dose activation, usual class: activators; AID 720707; O95398; EPAC1 agonist qHTS, biochemical assay; response scale: 100% = response to 6.5 mM cAMP; hit rate 0.073% among 360,000; note: potency is the fitted concentration of half-maximal effect; nearly all actives have a fitted effect of over 60% in size
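Multi-concentration qHTS readout: loss of Rap1B-bound BODIPY-GDP fluorescence driven by 100 nM EPAC1 with excess GDP (50 uM), monitored kinetically at room temperature; agonist response expressed relative to 6.5 mM cAMP.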
EPAC1 antag – blocks human EPAC1 exchange factor. O95398. EPAC1 GEF assay, Rap1b-BODIPY-GDP exchange fluorescence. Potency, µM (doses to about 115 µM), for the others: top-dose activity change, negative = inhibition, usual class: inhibitors. hit rate 0.14% among 360,000. AID 720709;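 note: potency is the fitted concentration of half-maximal effect; plate controls were vehicle for no effect and positive control for full effect; nearly all actives have a fitted effect of over 50% in size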
CCT chaperon mod – cytosolic chaperonin activity modulation. purified chaperonin ATPase assay, HTRF ADP detection, 30 min. hit rate 0.3% among 360,000. activity change, % (concentration not given with the values), hits read low. AID 651819; in the data active = activity change below about -30%; note: % is set by controls: 0 for no effect and ±100 for the full control effect
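TRiC at 40 or 20 nM final (batch-dependent) in 30 mM Tris pH 7.4, 100 mM KCl, 5 mM MgCl2, 1 mM DTT, with compound at single 76 uM and 10 uM ATP, 30 min at 37 deg C. ADP detected by HTRF Transcreener, 665/615 ratio.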
WRN helicase inh – inhibitors of human WRN helicase; Q14191; WRN helicase unwinding, fluorescent forked duplex, kinetic; Potency, µM (highest dose often 114 µM), without a hit: at the highest dose activity change, negative = inhibition, most hits filed as inhibitors; hit rate 0.46% among 360,000; AID 651768; note: potency is the fitted concentration of half-maximal effect; % is set by controls: 0 for no effect and ±100 for the full control effect; nearly all actives have a fitted effect of over 55% in size
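Primary qHTS, 1536-well format. 20 nM WRN + compound, 15 min RT; start with 100 nM forked fluorophore/quencher duplex, 2 mM ATP (final); kinetic read ex 525/em 598 nm.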
PI5P4Ka inh – PI5P4K alpha (human) kinase inhibition. PI5P4Kalpha enzyme, ADP-Glo luminescence, 60 min; hits give low values. max response, %. hit rate 1.2% among 330,000; active = max response of -50% or lower; inconclusive = between -30% and -50%; inactive = -30% or higher; note: value at the top dose of about 77 µM; % is set by controls: 0 for no effect and ±100 for the full control effect
Target sequence (P48426 whole entry, looked up): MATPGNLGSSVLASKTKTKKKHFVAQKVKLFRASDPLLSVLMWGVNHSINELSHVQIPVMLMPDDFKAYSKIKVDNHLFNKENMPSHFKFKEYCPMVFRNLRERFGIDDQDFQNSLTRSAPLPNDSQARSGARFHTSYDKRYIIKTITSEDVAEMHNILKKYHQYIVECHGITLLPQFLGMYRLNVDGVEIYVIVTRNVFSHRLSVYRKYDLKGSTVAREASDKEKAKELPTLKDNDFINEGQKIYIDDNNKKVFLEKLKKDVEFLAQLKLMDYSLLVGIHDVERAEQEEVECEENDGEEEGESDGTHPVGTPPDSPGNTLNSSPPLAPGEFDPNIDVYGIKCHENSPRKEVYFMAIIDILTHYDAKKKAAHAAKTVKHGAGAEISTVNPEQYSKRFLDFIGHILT
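Human PI5P4Kalpha with substrate in 0.038 M HEPES pH 7.4, 0.28 mM EGTA, 0.1% CHAPS, 5% DMSO; reaction started with 5 microM ATP (final), 60 min at room temperature. ADP formed read by ADP-Glo luminescence.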
EPAC2 antag – EPAC2 (human) antagonism; AID 720708; hit rate 0.18% among 360,000; EPAC2 GEF exchange of Rap1B-BODIPY-GDP, fluorescence; Potency, µM (doses to about 114 µM), without a hit: at the top dose activity, negative = inhibition, most hits filed as inhibitors; note: potency is the fitted concentration of half-maximal effect; % is set by controls: 0 for no effect and ±100 for the full control effect; nearly all actives have a fitted effect of over 45% in size; many of its hits are not listed in these tables
MmCpn inh – M. maripaludis TRiC chaperonin inhibition. purified Mm-Cpn ATPase, ADP Transcreener TR-FRET. Potency, µM (series often up to 76.9 µM), without a hit: at the highest dose activity, negative = inhibition, actives largely listed as inhibitors. hit rate 0.031% among 330,000; note: potency is the fitted concentration of half-maximal effect; % is set by controls: 0 for no effect and ±100 for the full control effect; nearly all actives have a fitted effect of over 80% in size
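Purified archaeal chaperonin (25 nM final) was preincubated with compound for 10 min at 37°C, then ATP (10 uM final) was added for 30 min at 37°C in Tris pH 7.4/KCl/MgCl2/DTT buffer. ADP was quantified by HTRF Transcreener TR-FRET.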
PLK1 PBD inh – inhibitors of human PLK1 polo-box domain binding | P53350 | Plk1 PBD binding of FITC phosphopeptide, fluorescence polarization | Potency, µM, inactives show max response, negative = inhibition, actives largely listed as inhibitors | hit rate 2.8% among 360,000 | AID 720504; note: potency is the fitted concentration of half-maximal effect; series mostly up to about 57 µM; % is set by controls: 0 for no effect and ±100 for the full control effect; nearly all actives have a fitted effect of over 65% in size
Target sequence (P53350 whole entry, looked up, the tested form may be a part): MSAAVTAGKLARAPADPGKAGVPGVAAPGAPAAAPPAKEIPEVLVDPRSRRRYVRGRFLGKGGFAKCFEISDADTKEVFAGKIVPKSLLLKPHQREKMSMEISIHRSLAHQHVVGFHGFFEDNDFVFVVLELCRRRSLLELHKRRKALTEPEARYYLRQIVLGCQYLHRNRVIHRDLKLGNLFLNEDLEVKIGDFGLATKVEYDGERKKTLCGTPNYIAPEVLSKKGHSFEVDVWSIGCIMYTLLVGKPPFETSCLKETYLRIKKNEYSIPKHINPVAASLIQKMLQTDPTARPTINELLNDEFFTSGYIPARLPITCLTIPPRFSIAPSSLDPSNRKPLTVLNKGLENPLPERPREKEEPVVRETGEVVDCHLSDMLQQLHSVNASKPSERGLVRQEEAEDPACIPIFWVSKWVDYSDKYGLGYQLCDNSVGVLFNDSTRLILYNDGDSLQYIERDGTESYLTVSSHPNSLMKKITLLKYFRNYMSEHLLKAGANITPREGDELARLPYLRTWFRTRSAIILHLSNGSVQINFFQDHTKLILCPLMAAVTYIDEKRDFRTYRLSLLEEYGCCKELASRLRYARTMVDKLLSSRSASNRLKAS
An asterisk follows results filed as active; ? = inconclusive; . = not tested or not shown; [ ] = dose if it differs, or a comment. Unless noted, calls come from the whole dose curve; as a rule, active = well fitted curve in the direction sought with a large enough effect; inconclusive = small, poorly fitted or top-dose-only effect, or another doubt; inactive = no such curve, though single readings can be large; an effect the other way counts as inactive or inconclusive.

SMILES | EPAC1 agonist | EPAC1 antag | CCT chaperon mod | WRN helicase inh | PI5P4Ka inh | EPAC2 antag | MmCpn inh | PLK1 PBD inh
O=C(c1ccc(CS(=O)c2cccc(Cl)c2)o1)N1CCN(C2CCCCC2)CC1 (stereo not drawn) | 7% | 15% | -0.8 | 9% | 0 | -3% | -4% | -20%
O=C(CCN1C(=O)[C@H]2CC=CC[C@H]2C1=O)NCc1nc(-c2ccccc2)no1 | -8% | -24% | -1.0 | -3% | 0 | 4% | 3% | -22%
COCCn1c(-c2ccc(OC)cc2)nc2oc3cc(OC)ccc3c(=O)c2c1=O | 7% | 7% | 0.3 | -2% | . | 8% | 1% | 0%
Cn1c(CNC(=O)CNC(=O)c2cccc(Cl)c2)cc(=O)n(C)c1=O | 0% | 5% | 1.1 | 1% | -2 | -3% | 1% | -1%
CCOC(=O)c1ccc2c(c1)C(=O)N(C1CCCCC1)C2=O | 6% | -12% | -0.1 | -1% | 5 | -2% | -1% | -5%
COc1cc(C(CCN2CCCCC2)c2c(OC)cc(OC)c3c(C)cc(=O)oc23)cc(OC)c1OC (stereo not drawn) | 19% | 9% | 0.9 | 8% | 0 | 4% | 2% | -9%
Cc1ccc2c(c1)Oc1ccc(NC(=O)CCCl)cc1C(=O)N2 | 5% | -2% | -0.9 | -1% | -3 | 2% | -11% | -9%
CCCCC(=O)OC1CCC2C3CCc4cc(O)ccc4C3CCC12C (stereo not drawn) | -41%[inhibitor] | -26% | -2.9 | -17% | 92 | ? | . | -17%
O=C(COc1ccccc1Cl)Nc1ccc2c(c1)OCO2 | 3% | 16% | 1.4 | 10% | 4 | -1% | -1% | -15%
CC(=O)Nc1ccc(-c2nc3ccc(NC(C)=O)cc3o2)cc1 | 6% | -12% | 1.7 | -5% | 0 | 21% | -8% | 0%
CC(=O)NC1=NN(C(C)=O)C2(S1)C(=O)N(C(C)=O)c1ccc(C)cc12 (stereo not drawn) | -5% | 7% | -3.7 | -3% | -13 | 0% | -6% | 27µM*
O=C(CN1CCCC1=O)NC1CCCc2c1cnn2-c1cc(F)cc(F)c1 (stereo not drawn) | 3% | -15% | -1.9 | 3% | 0 | -3% | 0% | -10%
CCOc1ccccc1/C=C/c1cc(C(=O)O)c2ccccc2n1 | 3% | 8% | 1.3 | 5% | -1 | -8% | -3% | -14%
CC(=O)Nc1ccccc1Nc1cc(C#N)c(C#N)cc1[N+](=O)[O-] | -6% | 2% | 0.3 | 13% | -4 | 7% | 1% | -1%
CN(CC(=O)Nc1cccc(F)c1)C(=O)CNS(=O)(=O)c1ccc(N(C)C)c([N+](=O)[O-])c1 | -1% | -12% | -8.7 | -30% | -15 | 0% | -4% | 15µM*
C/C(=N/Nc1ncc(Br)cn1)c1ccc([N+](=O)[O-])cc1 | 10% | -8% | -3.4 | -6% | 0 | -1% | -2% | 1%
CC(C)Sc1nc2c(cnn2-c2ccc(F)cc2)c(=O)[nH]1 | ? | -11% | -3.4 | 5% | -2 | -6% | -2% | -15%
COc1ccc(O)c(/C=N/NC(=O)CSc2nnc(C)n2-c2ccccc2)c1 | -7% | 8% | -1.3 | 1% | 3 | -1% | -2% | -6%
Cn1c(=O)c2cc(NC(=S)NCc3ccccc3F)ccc2n1Cc1ccccc1 | -14% | -13% | -0.4 | -7% | 0 | 20% | . | -5%
CCCn1c(SCC(=O)Nc2cc(Cl)ccc2OC)n[nH]c1=O | 0% | -5% | -1.5 | -13% | 2 | 3% | -4% | -2%
CCc1nn2c(=O)cc(COC(=O)c3cc(Cl)c(OC)c(OC)c3)nc2s1 | 7% | -15% | -1.1 | -13% | -13 | -23% | 0% | -7%
Cc1oc(-c2ccc(Cl)cc2)[n+]([O-])c1C | 3% | 3% | -1.5 | -1% | -3 | 2% | 2% | -16%
COc1ccc(OCc2cc(C(=O)N(C)Cc3nnc(C)o3)no2)c(Cl)c1 | 1% | -6% | 0.6 | -1% | 4 | 2% | 0% | -15%
CCOc1ccc(NCc2nnc(SCC(=O)Nc3nc(-c4ccccc4)cs3)n2-c2ccccc2)cc1 | -8% | -1% | -0.9 | -19% | 1 | -1% | -1% | -3%
Cc1c(NS(=O)(=O)c2ccc3c(c2)NC(=O)CC(=O)N3)cccc1[N+](=O)[O-] | 14% | 11% | 0.2 | 1% | -5 | -8% | 2% | -1%
COc1ccc(NC(=S)NNC(=O)c2ccc(S(=O)(=O)N3CCOCC3)cc2)cc1 | 7% | -2% | 0.1 | -3% | -7 | 0% | -7% | -3%
COc1cccc(NC(=O)C(=O)N/N=C/c2ccc3c(c2)OCO3)c1 | 11% | -6% | -2.6 | -13% | -4 | 10% | 1% | -11%
CC(C)Oc1ccc(CCNC(=O)C2CCC(=O)N(C3CCCCCC3)C2)cc1 (stereo not drawn) | -6% | 5% | -2.9 | 0% | 2 | -4% | 0% | -9%
CC(=O)Nc1ccc(NC(=O)CSc2nnc(-c3ccco3)n2Cc2ccco2)cc1 | 0% | -1% | -13 | -7% | . | -1% | 2% | -1%
COc1ccc(OC)c(C2C3=C(CCCC3=O)Nc3c2c(=O)n(C)c(=O)n3C)c1 (stereo not drawn) | 6% | 13% | -0.9 | 1% | . | -6% | -1% | -3%
COc1ccc(CC(=O)NCc2nnc(SCC(=O)c3ccc(OC)cc3)n2C)cc1 | -10% | -29% | 2.9 | 5%[57.1 µM] | 1 | -4% | 1% | 5%
O=CN1CCN(C(=O)CN2C(=O)c3ccccc3C2=O)CC1 | 0% | -3% | 0.2 | -5% | 1 | 0% | 0% | -5%
CCS(=O)(=O)N1CCN(C(=O)c2ccc3nc(C)c(N(C)C(=O)CCc4ccccc4)n3c2)CC1 | -2% | -20% | -1.3 | 1% | -3 | -4% | . | 1%
N#C/C(C(N)=O)=C1/CCCN1Cc1ccccc1 | 8% | 7% | -2.7 | -1% | -3 | 1% | . | -12%
Cc1cc2cc(CNC(=O)c3ccc(Br)o3)ccc2n1C | -1% | -8% | 0.6 | ? | ? | -2% | -19% | -18%
CCOC(=O)c1cn2c(C)cccc2n1 | 0% | 9% | 2.2 | -2% | 11 | 1% | -1% | -12%
CN(Cc1ccccc1)CC(O)COc1ccc(CNCc2ccc(Cl)s2)cc1 (stereo not drawn) | -1% | 17% | -0.1 | 2% | 4 | 4% | 1% | 3%
CC(C)c1cccc(C(C)C)c1Nc1cn[nH]c1 | -13% | -10% | -0.4 | 7% | 7 | ? | . | 3%
Cc1ccccc1Nc1ncc(C#N)c(N)n1 | 6% | 4% | -1.2 | 4% | -3 | 0% | 0% | 2%
CCC(c1nc2ccccc2[nH]1)n1c(-c2cccnc2)nc2ccccc21 (stereo not drawn) | 0% | 10% | . | 0% | -2 | -13% | . | 5%
CN(C)S(=O)(=O)c1cccc(NC(=O)c2cccc(NS(=O)(=O)c3ccccc3)c2)c1 | 0% | ? | 1.1 | -11% | -7 | 0% | 0% | -7%
CNC(=S)N1CCC(NC(=O)C(Cc2ccc(F)cc2)NC(C)=O)CC1 (stereo not drawn) | -1% | 7% | -2.2 | 2% | -1 | 1% | -1% | -9%
CCOC(=O)N1CCC(NC(=O)c2oc3c(c2C)-c2[nH]ncc2CC3)CC1 | 5% | 1% | -1.6 | 1% | 8 | -2% | -1% | -8%
CN(C)C(CNC(=O)C1CCN(S(=O)(=O)c2ccccc2C(F)(F)F)CC1)Cc1ccccc1 (stereo not drawn) | 0% | -5% | -1.9 | -5% | 11 | 4% | ? | -6%
COC(=O)c1cc(=O)n(Cc2ccc(OC)cc2)c(=NCc2ccc(OC)cc2)s1 | -5% | 2% | -5.4 | 1% | 0 | 3% | -6% | -4%
Cn1nnnc1SCCNCc1cccnc1 | -7% | 1% | -1.1 | 0% | . | 17% | -1% | -3%
Cc1cccn2c(CN3CCNC(=O)CC3)c(C(=O)N(C)CCc3ccccc3)nc12 | 1% | 1% | -1.2 | 1% | 0 | 19% | -18% | 3%
Cc1cccc(C(=O)NNC(=O)c2cccc([N+](=O)[O-])c2)c1 | 3% | -10% | -2.4 | -1% | 3 | 3% | 3% | -20%
Cc1ccc(NC(=O)CCNC(=O)c2ccc(Br)cc2)cc1S(=O)(=O)N1CCCCCC1 | -3% | -10% | -0.7 | -8% | 2 | 9% | 0% | -5%
CC(C)c1cccc(OCCN2CCCC2)c1 | 4% | -5% | 0.4 | 8% | -2 | 9% | 1% | -11%
The list goes on:
SMILES | EPAC1 agonist | EPAC1 antag | CCT chaperon mod | WRN helicase inh | PI5P4Ka inh | EPAC2 antag | MmCpn inh | PLK1 PBD inh
CC1(/[N+]([O-])=C/c2cccc(Cl)c2)CCCCC1=O (stereo not drawn) | 15% | -4% | 0.3 | -10% | 0 | 2% | 0% | 0%
O=C(Nc1ccc(F)cc1)C1CCN(S(=O)(=O)c2cccc3nonc23)CC1 | -4% | -20% | -0.4 | -5%[57.1 µM] | -11 | 2% | 1% | 4%
O=C(NCCOc1ccc(Cl)cc1)C(=O)NCC1CCCO1 (stereo not drawn) | 5% | 5% | 1.3 | 3% | -3 | -8% | -3% | 14%
CCOC(=O)c1ccc(Nc2c(CC)c(C)nc3ncnn23)cc1 | 3% | -1% | -1.0 | -3% | . | -2% | 0% | -4%
COCCN1C[C@@H](CO)O[C@@H](n2cnc3c(N(C)C(C)C)ncnc32)C1 | 5% | 12% | 0.3 | 6% | -3 | 7% | . | 0%
O=C(c1ccc2c(Cl)c3c(nc2c1)CCCC3)N1CCN(c2ccc(F)cc2)CC1 | 6% | 15% | -3.8 | 2% | 11 | 7% | -7% | -14%
C[C@H](NC(=O)c1ccco1)C(=O)Nc1nc(-c2ccccn2)cs1 | -8% | 2% | -2.2 | -8% | -7 | 2% | . | -12%
Cc1n[nH]c(C)c1S(=O)(=O)N1CCCC(C(=O)NCc2ccccc2Cl)C1 (stereo not drawn) | -6% | 5% | 0.0 | 3% | -5 | 12% | -1% | -4%

Shown field by field: 2 of the compounds above.
Cc1n[nH]c(C)c1S(=O)(=O)N1CCCC(C(=O)NCc2ccccc2Cl)C1 (stereo not drawn)
  EPAC1 agonist = -6%
  EPAC1 antag = 5%
  CCT chaperon mod = 0.0
  WRN helicase inh = 3%
  PI5P4Ka inh = -5
  EPAC2 antag = 12%
  MmCpn inh = -1%
  PLK1 PBD inh = -4%

CC1(/[N+]([O-])=C/c2cccc(Cl)c2)CCCCC1=O (stereo not drawn)
  EPAC1 agonist = 15%
  EPAC1 antag = -4%
  CCT chaperon mod = 0.3
  WRN helicase inh = -10%
  PI5P4Ka inh = 0
  EPAC2 antag = 2%
  MmCpn inh = 0%
  PLK1 PBD inh = 0%

Bioassay records as filed in PubChem.

Some of the compounds tested; the hit share may differ from the screen's.
